# Assay outcomes deposited in PubChem BioAssay by The Scripps Research Institute Molecular Screening Center.
# CHO-K1 Ca PAM – nonselective calcium activators in parental CHO-K1 cells, primary screen, counter-screen for M1 PAM project, cell-based, Fluo-8 calcium fluorescence, full deck, 1536-well; ATP EC20; 0% at ATP EC20, 100% at ATP max; activation, % at 3 µM; 360,000 tested, 0.02% active; AID 602247, 2012;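 active = activation above the run cutoff, the mean activation of all test compounds plus 3 SD, cut at about 40% in these data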;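 also: peak over basal fluorescence ratio in a 140 s read after ATP addition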
# TAAR1 antagonist – human TAAR1 antagonists, primary screen, Fluo-8 calcium fluorescence, CHO RD-HGA16 cells; AID 624466, 2012; antagonist; inhibition, % at 3 µM; 360,000 tested, 1.5% active; Trace amine-associated receptor 1 (Homo sapiens), Q96RJ0;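 active = inhibition above a per-plate cutoff, the mean inhibition of test compounds on that plate plus 3 SD, cut at about 49% in these data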;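 also: 0% = DMSO plus EC80 beta-PEA response and 100% = DMSO alone without agonist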
# Target sequence (Q96RJ0 whole entry, looked up): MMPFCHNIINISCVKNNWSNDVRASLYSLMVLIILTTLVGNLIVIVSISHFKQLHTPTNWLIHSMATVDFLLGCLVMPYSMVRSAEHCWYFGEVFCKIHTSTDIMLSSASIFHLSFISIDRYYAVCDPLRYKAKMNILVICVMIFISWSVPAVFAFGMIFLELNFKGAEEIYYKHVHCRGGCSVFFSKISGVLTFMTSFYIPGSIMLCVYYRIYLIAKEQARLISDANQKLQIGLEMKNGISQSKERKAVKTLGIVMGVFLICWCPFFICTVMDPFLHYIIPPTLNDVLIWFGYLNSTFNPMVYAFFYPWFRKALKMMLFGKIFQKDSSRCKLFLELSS
#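 Test system: CHO RD-HGA16 cells bearing hTAAR1 | Reagent: β-PEA, EC80 | Compound dosing: 3 µM, single point | Schedule: Dye loading 75 min at 37 °C, then 30 min room temperature | Signal: Calcium fluorescence with Fluo-8 | Evaluation: Percent inhibition of PEA-evoked calcium signal, max/basal emission ratio | Control set: DMSO-only wells and EC80 β-PEA-stimulated wells | Repeats: Singlicate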
# CHRM1 antagonist – human M1 muscarinic receptor antagonists, primary screen, CHO-K1 cells, Fluo-8 calcium fluorescence, 1536-well; AID 588852, 2011; Muscarinic acetylcholine receptor M1 (Homo sapiens), P11229; 360,000 tested, 1.3% active; inhibition, % at 3 µM; CHO-K1 hM1, ACh EC80 antagonist;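 active = percent inhibition above its own plate's cutoff, namely the mean of that plate's compound wells plus 3 SD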;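 also: peak over basal fluorescence ratio during 140 s after agonist addition; 0% = ACh EC80 plus DMSO and 100% = DMSO alone without agonist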
# Target sequence (P11229 whole entry, looked up): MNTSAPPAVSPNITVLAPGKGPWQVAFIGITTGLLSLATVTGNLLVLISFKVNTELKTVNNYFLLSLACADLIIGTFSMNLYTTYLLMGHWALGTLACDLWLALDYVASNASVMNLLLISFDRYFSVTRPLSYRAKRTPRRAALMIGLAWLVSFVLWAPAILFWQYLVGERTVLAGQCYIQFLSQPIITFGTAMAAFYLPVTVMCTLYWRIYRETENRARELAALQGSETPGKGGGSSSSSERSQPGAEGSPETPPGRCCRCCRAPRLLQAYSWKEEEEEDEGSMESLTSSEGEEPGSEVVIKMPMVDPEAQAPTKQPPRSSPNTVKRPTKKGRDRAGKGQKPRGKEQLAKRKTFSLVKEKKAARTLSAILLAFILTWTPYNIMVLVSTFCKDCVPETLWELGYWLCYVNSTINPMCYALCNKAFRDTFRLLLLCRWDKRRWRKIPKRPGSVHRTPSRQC
# TAAR1 ag – human TAAR1 agonists, primary screen, Fluo-8 calcium fluorescence, CHO RD-HGA16 cells; Trace amine-associated receptor 1 (Homo sapiens), Q96RJ0; vehicle wells 0%, saturating PEA agonist 100%; activation, % at 3 µM; 360,000 tested, 0.99% active; AID 624467, 2012;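 active = activation above the mean activation of all test compounds in the run plus 3 SD, cut at about 38% in these data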
#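 System: CHO RD-HGA16 cells carrying human TAAR1 plus Gα16; Incubation: 17-24 h seeding, 75 min 37 °C dye, 30 min RT; Measured by: Fluo-8 fluorescence, 5 s baseline then 140 s kinetic read; Control set: DMSO and PEA EC100; Replication: single well for each compound.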
# OXTR potentiator – human OXTR potentiators, primary screen, fluorescence, CHO-OTR cells, Fluo-8 calcium; Fluo-8 calcium fluorescence, potentiator mode; 0% = oxytocin EC15, 100% = EC100; activation, % at 3 µM; Oxytocin receptor (Homo sapiens), P30559; AID 2445, 2010; 320,000 tested, 0.061% active;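 active = activation above that plate's cutoff, the mean activation of tested compounds plus 3 SD, cut at about 6.6% in these data, passing the limit was not always enough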;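 also: 100% uses oxytocin at 75 nM as the full agonist control; some results filed as inactive read as strong as hits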
#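 Material: CHO-OTR cells, human receptor; compound dosing: single dose, 3.0 µM nominal final compound concentration; schedule: 6 min compound pre-incubation at room temperature, 100 s kinetic read; measured by: kinetic Fluo-8 calcium fluorescence; read-out basis: % activation vs EC15 and EC100 oxytocin; controls: EC15 oxytocin alone as 0%, 75 nM oxytocin as 100%; replicates: singlicate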
# CHO-K1 Ca antag – counter-screen for M1 antagonists: effect in parental CHO-K1 cells | ATP-induced calcium, Fluo-8 fluorescence | inhibition, % at 3 µM | 360,000 tested, 0.6% active | AID 602250;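 active = inhibition above a per-plate cutoff, the plate's mean sample inhibition plus 3 SD, cut at about 24% in these data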;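 also: 0% = DMSO plus EC80 ATP and 100% = DMSO alone without ATP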
# CHO-K1 Ca ag – counter-screen for M1 agonists: effect in parental CHO-K1 cells | activation, % at 3 µM | AID 602248, 2012 | Fluo-8 calcium fluorescence; scaled to maximal ATP response, vehicle zero | 360,000 tested, 0.48% active; in the data active = activation above about 15%;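 also: untransfected CHO-K1 host cells lacking M1 receptor as counterscreen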
# CHO parental Ca – ATP-evoked calcium signal inhibitors, parental CHO, primary screen, counter-screen for OX1R antagonist project, cell-based, fluorescence, Fluo-8 calcium dye. parental CHO-K1, ATP-induced calcium, Fluo-8 fluorescence. inhibition, % at 5.6 µM. 330,000 tested, 0.63% active;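 active = inhibition above that plate's mean sample inhibition plus 3 SD, cut at about 26% in these data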;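 also: 0% = ATP-challenged DMSO wells and 100% = DMSO wells without ATP; some compounds past the cut are filed as inactive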
#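 test system = CHO parental line | reagent = ATP stimulus | measured by = intracellular calcium via Fluo-8 no-wash fluorescent dye | control set = ATP and no-ATP DMSO wells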
# M1 ag – human M1 muscarinic receptor agonists, primary screen, Fluo-8 calcium fluorescence, CHO-K1 cells, HTS; activation, % at 3 µM; AID 588814, 2011; CHO-K1 hM1, agonist mode; 0% DMSO, 100% acetylcholine EC100; 360,000 tested, 0.33% active; Muscarinic acetylcholine receptor M1 (Homo sapiens), P11229;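 active = activation above the run's mean compound activation plus 3 SD, cut at about 16% in these data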;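 also: peak over basal fluorescence ratio within a 140 s kinetic read after compound addition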
# An asterisk follows results filed as active; . = no result given.
SMILES,CHO-K1 Ca PAM,TAAR1 antagonist,CHRM1 antagonist,TAAR1 ag,OXTR potentiator,CHO-K1 Ca antag,CHO-K1 Ca ag,CHO parental Ca,M1 ag
Cc1sc2ncn(CCC(=O)O)c(=O)c2c1C,18,-18,-27,17,-10,-7,0.7,3,-2
O=C(CS)Nc1ccc2ccccc2c1,-6,-9,-13,1,-10,-10,1.8,6,2
O=C(Nc1ccccc1Cl)C1CCCN(S(=O)(=O)c2ccc(-n3cnnn3)cc2)C1 (stereo not given),6,18,-4,4,-3,-13,2.1,-5,-3
S=c1c2[nH]cnc2ncn1CCSc1ncnc2nc[nH]c12,18,-23,-19,4,.,-18,1.5,.,-5
COc1cc(SC)ccc1C(=O)Nc1ccccc1,5,11,-8,10,-4,-2,0.0,-25,-6
Cc1ccc(CNC(=O)CS(=O)(=O)c2ccccc2)cc1,-4,-5,-3,0,-15,3,-0.4,-13,-7
CC(=O)Nc1nc2ccccc2[nH]1,21,-4,-5,5,-3,-20,0.9,-3,-3
Cc1ccc2[nH]c(=O)c(CN(C(=O)c3cccc([N+](=O)[O-])c3)C(C)(C)C)cc2c1,18,2,-24,-2,-8,-1,4.4,-5,-3
CCc1cc2c(COC(=O)CCNS(=O)(=O)c3cccc(C(F)(F)F)c3)cc(=O)oc2cc1O,-4,53*,1,3,-6,1,0.9,-3,-1
Cc1ccc(S(=O)(=O)N2[C@@H](c3ccc(Cl)c(Cl)c3)C(C(=O)O)=C[C@H]2CC2CCCC2)cc1,9,48,9,6,-9,6,2.1,-12,-7
Cc1ccccc1-n1ncc2c1CC(C)(C)CC2NC(=O)c1ccncc1 (stereo not given),0,-24,-5,1,-5,0,0.4,2,-3
Cc1ccc(S(=O)(=O)N2C[C@@H](C)[C@]3(C2)[C@H](O)[C@H](OC(=O)Nc2c(C)noc2C)C[C@H]2C(=O)N(c4ccccc4)C(=O)[C@H]23)cc1,9,3,-13,4,.,-6,0.6,.,0
COc1ccc(-n2nc(C(=O)NCC(=O)N3CCN(Cc4ccccc4)CC3)c3ccccc3c2=O)cc1,-8,32,18,11,-4,-7,3.8,-22,10
COc1cc(-n2c(C)nc3ncn(-c4ccccc4)c3c2=O)cc(OC)c1OC,-1,0,-13,1,.,-8,0.3,.,-2
O=C(C1=COCCO1)N1CCN(S(=O)(=O)c2cccc(F)c2)CC1,1,-18,-2,5,4,3,0.1,-12,-2

# Given with values under each structure: entries from further up.
# Order of results: CHO-K1 Ca PAM	TAAR1 antagonist	CHRM1 antagonist	TAAR1 ag	OXTR potentiator	CHO-K1 Ca antag	CHO-K1 Ca ag	CHO parental Ca	M1 ag
O=C(Nc1ccccc1Cl)C1CCCN(S(=O)(=O)c2ccc(-n3cnnn3)cc2)C1 (stereo not given)
 : 6	18	-4	4	-3	-13	2.1	-5	-3
Cc1ccc(S(=O)(=O)N2[C@@H](c3ccc(Cl)c(Cl)c3)C(C(=O)O)=C[C@H]2CC2CCCC2)cc1
 : 9	48	9	6	-9	6	2.1	-12	-7

# Continued:
SMILES,CHO-K1 Ca PAM,TAAR1 antagonist,CHRM1 antagonist,TAAR1 ag,OXTR potentiator,CHO-K1 Ca antag,CHO-K1 Ca ag,CHO parental Ca,M1 ag
O=C(COc1ccccc1Cl)NCCCNC(=O)c1ccco1,9,-1,-20,2,-9,-8,0.8,-12,-3
COc1cc(NC(=O)CCCSc2nc(-c3ccco3)cc(C(F)(F)F)n2)cc(OC)c1OC,17,5,-7,2,-7,-7,2.1,-32,-4
COc1cnc(-c2ccccn2)nc1Oc1c(C)cccc1C,-11,7,2,3,1,2,-0.2,-10,-12
CCOc1ccc2nc(NC(=O)CN3C(=O)C4CCCCC4C3=O)sc2c1 (stereo not given),-5,16,1,4,-6,-3,1.8,-26,-2
Cn1c(NCCc2ccncc2)nc2cc(-c3ccccc3)sc2c1=O,19,-27,-4,4,.,-18,2.4,.,-6
Cc1cc(NC(=O)c2ccc3[nH]c(C)c(C)c3c2)ccn1,5,-8,-15,1,.,-7,4.2,.,-3
O=C1CN(C(=O)N[C@@H](Cc2ccccc2)C(=O)N[C@H](Cc2ccccc2)C(=O)O)c2ccccc2N1,18,-10,-3,2,-6,-2,0.2,-1,-2
C=CCN(C/C(=N\O)c1sc(C(=O)OCC)nc1C)c1cccc(Br)c1,13,30,0,21,-6,6,0.1,-31,-4
CCC1(c2ccccc2)ON(c2c(Br)cccc2Br)C1=O (stereo not given),-19,1,-6,3,-4,5,-0.3,-10,-4
COC(=O)/C(=C1/Oc2ccc(C(C)(C)C)cc2S1)C(F)(F)F,15,8,-1,0,-7,-6,0.8,-8,-6
CCOC(=O)C1CCCN(C(=S)NC(=O)/C=C/c2ccc(F)cc2)C1 (stereo not given),14,-1,-3,0,-7,-13,0.6,-22,7
CCS(=O)(=O)c1ccc2oc(SCC(=O)NC34CC5CC(CC(C5)C3)C4)nc2c1,30,14,-3,4,-4,-13,0.9,-11,-7
CSc1sc(C(=O)NNC(C)=O)c2c1C=CCC2,19,-15,-22,5,0,-18,0.5,-9,-3
CCOC(=O)N1CCC(NS(=O)(=O)c2ccc(C#N)cc2)CC1,-3,-10,-16,4,-8,-1,0.2,-10,-3
Cc1cc(NC(=O)CCC(=O)N(CC(=O)NC2CCCC2)c2cccc(C)c2C)no1,6,-17,-13,3,0,-11,0.7,-6,-2
COc1ccc(OC)c2sc(N(CCN(C)C)C(=O)c3cc(Cl)sc3Cl)nc12,9,-6,0,1,-2,1,0.1,-2,-7
Cc1ccc(NC(=O)CCC(=O)NNS(=O)(=O)c2ccccc2)cc1C,13,-16,-2,1,5,-1,-0.3,-15,-4
C[C@]12CCC(O)CC1CCC1C2CC[C@]2(C)C(c3cc(C(F)(F)F)n[nH]3)CCC12 (stereo not given in full),-1,-7,-9,24,-1,4,0.0,-9,-4
Cc1c(Cl)cccc1NC(=O)CSC(C)c1nc2ccccc2c(=O)[nH]1 (stereo not given),7,-2,2,0,4,-15,1.2,-15,-1
CCOC(=O)C1=C(C(=O)OCC)N(Cc2ccccc2)CCC1=O,6,-21,2,1,.,-15,0.5,.,0
COc1cccc(CNC(=O)C2CC(=O)N(c3ccc4c(c3)OCCO4)C2)c1 (stereo not given),-7,-16,-8,0,-7,13,-0.1,1,0
COc1cc(CC(NC(C)=O)C(=O)NC2CCN(C(=O)C3CC3)CC2)cc(OC)c1 (stereo not given),13,-14,-7,10,-5,-18,0.4,-4,-3
Cc1ccc(S(=O)(=O)N2C[C@@H](C)[C@]3(C2)[C@H](O)[C@H](OC(=O)NCc2ccccc2)C[C@H]2C(=O)N(c4ccccc4)C(=O)[C@H]23)cc1,20,12,-10,8,.,-11,3.8,.,-1
CCN1CCN(Cc2ccc(OCc3ccccc3)c(OC)c2)CC1,9,7,-4,-2,-4,-23,0.8,-15,-14
CC(=O)Nc1ccc(S(=O)(=O)Nc2cccc(-c3ccc4nncn4n3)c2)cc1,-5,12,-5,3,-13,16,0.2,5,-7
Cc1cccc(N(C(=O)c2snc(C(N)=O)c2N)C(C(=O)NCC2CCCO2)c2c[nH]c3ccccc23)c1 (stereo not given),19,19,-17,13,-14,-18,2.4,-15,-1
CN(Cc1ccco1)C(=O)[C@H](Cc1ccccc1)NC(=O)CC[C@H]1O[C@@H](n2ccc(=O)[nH]c2=O)[C@H](O)[C@@H]1O,19,-11,-8,1,.,3,0.7,.,-3
Cc1[nH]nc2ncc(C(=O)c3ccccc3O)cc12,7,-2,-8,4,2,-7,0.7,-13,-6
Cc1cc(C(=O)O)ccc1-c1ccc(/C=N/n2cnnc2)o1,10,-6,-3,-2,.,-4,2.1,.,-2
CNS(=O)(=O)c1cccc(C(=O)NCC(c2ccco2)N(C)C)c1 (stereo not given),11,5,-21,-4,-4,-15,2.0,-2,-11

# Next section; the last 3 above are carried over.
SMILES,CHO-K1 Ca PAM,TAAR1 antagonist,CHRM1 antagonist,TAAR1 ag,OXTR potentiator,CHO-K1 Ca antag,CHO-K1 Ca ag,CHO parental Ca,M1 ag
Cc1[nH]nc2ncc(C(=O)c3ccccc3O)cc12,7,-2,-8,4,2,-7,0.7,-13,-6
Cc1cc(C(=O)O)ccc1-c1ccc(/C=N/n2cnnc2)o1,10,-6,-3,-2,.,-4,2.1,.,-2
CNS(=O)(=O)c1cccc(C(=O)NCC(c2ccco2)N(C)C)c1 (stereo not given),11,5,-21,-4,-4,-15,2.0,-2,-11
O=C(c1ccco1)N1N=C(C2CCCCC2)CC1(O)C(F)(F)F (stereo not given),13,-19,13,6,-11,-2,2.3,-29,-13
CCC(C)NC(=S)NNC(=O)c1ccc(C(C)(C)C)cc1 (stereo not given),13,11,-10,-1,-5,0,0.4,-6,-1
CC1CCCN(S(=O)(=O)c2ccc(C(=O)Nc3sc4c(c3C(N)=O)CCN(C)C4)cc2)C1 (stereo not given),2,1,-2,3,-10,0,-0.1,-15,7
COc1ccc(C(=O)CSc2nnc(CNc3ccc(F)cc3)o2)cc1,-12,21,2,5,-13,10,4.2,-12,-3
O=C(O)c1ccc(Nc2ccc([N+](=O)[O-])c3nonc23)cc1,16,-3,2,0,.,-3,1.4,.,0
CC(=O)Nc1sc(N/N=C/c2ccc(N(C)C)cc2)nc1-c1ccc(C)cc1,11,19,-10,2,.,-7,-0.5,.,-5
Cc1ccc(S(=O)(=O)N2CC(C(=O)O)Oc3ccccc32)cc1 (stereo not given),2,-11,-12,1,-13,-15,0.4,-4,-4
COc1ccc(NC(=O)C2CCN(S(=O)(=O)c3ccc4[nH]c(=O)oc4c3)CC2)c(OC)c1,13,.,-8,.,-4,-1,5.7,-18,-2

# 2 records picked at random from the list so far:
SMILES,CHO-K1 Ca PAM,TAAR1 antagonist,CHRM1 antagonist,TAAR1 ag,OXTR potentiator,CHO-K1 Ca antag,CHO-K1 Ca ag,CHO parental Ca,M1 ag
O=C(O)c1ccc(Nc2ccc([N+](=O)[O-])c3nonc23)cc1,16,-3,2,0,.,-3,1.4,.,0
O=C(c1ccco1)N1N=C(C2CCCCC2)CC1(O)C(F)(F)F (stereo not given),13,-19,13,6,-11,-2,2.3,-29,-13
